Source: PubChem BioAssay (several laboratories)
GalR3 antagonist: GalR3 antagonists in HEK293 cells, primary screen, cell-based, fluorescence readout; inhibition, % at 3 µM; HEK293 GalR3-CNG cAMP membrane potential fluorescence; galR3 body fused to GalR1 C-terminus; 360,000 tested, 0.44% active;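 active = inhibition above the screen-wide average plus 3 SD, cut at about 13% in these data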;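 note: forskolin and galanin both at EC90 stimulate the cells; cAMP rise reported by CNG channel membrane potential dye signal; 0% = forskolin plus galanin with DMSO and 100% = forskolin alone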
Target sequence (O60755 1-299 limits assumed): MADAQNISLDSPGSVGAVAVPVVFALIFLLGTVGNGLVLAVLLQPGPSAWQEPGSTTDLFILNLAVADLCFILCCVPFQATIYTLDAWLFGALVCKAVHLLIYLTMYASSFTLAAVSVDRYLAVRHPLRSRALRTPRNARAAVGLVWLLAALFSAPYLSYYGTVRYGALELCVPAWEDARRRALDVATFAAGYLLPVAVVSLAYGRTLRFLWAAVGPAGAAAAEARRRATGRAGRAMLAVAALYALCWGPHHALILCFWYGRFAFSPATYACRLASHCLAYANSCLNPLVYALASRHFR
NALP1 yeast inh: NALP1 inflammasome inhibitors in reconstituted yeast, colorimetric, S. cerevisiae, triplicate retest; S. cerevisiae NALP1/ASC/caspase-1 growth, X-gal OD620, 72 h; inhibition, % at 10 µM; 280,000 tested, 0.61% active; in the data active = inhibition mostly above about 24%, no sharp cut-off; inactive = mostly below about 32%; note: some compounds called inactive have numbers as strong as hits
V1R ag counter: agonists of human V1a receptor, primary screen, counter-screen for OXTR agonist project, fluorescence, CHO-V1R cells; Vasopressin V1a receptor (Homo sapiens), P37288; Fluo-8 calcium fluorescence, agonist mode; 0% DMSO, 100% 3 nM vasopressin; activation, % at 3 µM; 320,000 tested, 0.25% active;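 active = activation above the mean activation of all tested compounds plus 3 SD, per screening run, cut at about 20% in these data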;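 note: signal is peak over basal fluorescence ratio across a 100 second FLIPR read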
Target sequence (P37288 whole entry, looked up): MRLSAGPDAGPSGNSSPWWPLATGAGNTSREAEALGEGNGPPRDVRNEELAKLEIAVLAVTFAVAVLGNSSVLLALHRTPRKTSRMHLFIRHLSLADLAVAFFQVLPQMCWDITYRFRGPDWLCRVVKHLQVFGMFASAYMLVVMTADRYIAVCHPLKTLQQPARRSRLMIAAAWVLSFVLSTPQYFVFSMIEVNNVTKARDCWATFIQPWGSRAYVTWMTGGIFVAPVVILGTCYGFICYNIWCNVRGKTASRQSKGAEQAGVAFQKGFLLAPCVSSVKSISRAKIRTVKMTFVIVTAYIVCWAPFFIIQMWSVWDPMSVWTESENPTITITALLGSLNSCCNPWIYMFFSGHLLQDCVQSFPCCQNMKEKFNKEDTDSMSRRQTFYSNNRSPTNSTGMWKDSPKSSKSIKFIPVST
OXTR potentiate: human OXTR potentiators, primary screen, fluorescence, CHO-OTR cells, Fluo-8 calcium | Oxytocin receptor (Homo sapiens), P30559 | Fluo-8 calcium fluorescence, potentiator mode; 0% = oxytocin EC15, 100% = EC100 | activation, % at 3 µM | 320,000 tested, 0.061% active;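 active = activation above that plate's cutoff, the mean activation of tested compounds plus 3 SD, cut at about 6.6% in these data, passing the limit was not always enough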;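 note: 100% uses oxytocin at 75 nM as the full agonist control; some results filed as inactive read as strong as hits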
Target sequence (P30559 whole entry, looked up): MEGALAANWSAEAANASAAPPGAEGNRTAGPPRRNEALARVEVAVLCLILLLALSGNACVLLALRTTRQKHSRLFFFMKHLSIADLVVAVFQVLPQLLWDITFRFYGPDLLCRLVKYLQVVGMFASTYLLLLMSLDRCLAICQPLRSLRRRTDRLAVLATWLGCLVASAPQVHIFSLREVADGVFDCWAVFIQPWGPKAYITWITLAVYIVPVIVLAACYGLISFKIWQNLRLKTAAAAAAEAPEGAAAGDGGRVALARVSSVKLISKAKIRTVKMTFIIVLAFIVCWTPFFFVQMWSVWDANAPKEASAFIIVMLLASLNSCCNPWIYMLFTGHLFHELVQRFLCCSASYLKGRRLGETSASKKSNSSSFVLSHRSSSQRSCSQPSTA
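Assay system: CHO-OTR cells, human receptor / Also added: oxytocin at about EC15, sub-maximal agonist stimulus / Dosing: single dose, 3.0 µM nominal final compound concentration / Incubation: 6 min pre-incubation, 100 s read / Technique: Fluo-8 calcium dye fluorescence / Read-out: % activation vs EC15 and EC100 oxytocin / Benchmarks: EC15 oxytocin low, 75 nM oxytocin high / Replicates: singlicate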
MEKK2 WT-MEK5: modulators of MEK5 binding to wildtype MEKK2, primary screen, biochemical, multiplex bead flow cytometry, Alexa488-MEK5; Mitogen-activated protein kinase kinase kinase 2 (Homo sapiens), Q9Y2U5; Alexa488-MEK5 binding to MEKK2 WT; actives lie on both sides; binding response (% of control), % at 10 µM; 290,000 tested, 1.1% active; AID 1531, 2009; in the data active = binding response below about 67% or above about 130%
OXTR ag: human OXTR agonists, primary screen, fluorescence, CHO-OTR cells, Fluo-8 calcium | AID 2435, 2010 | 320,000 tested, 0.32% active | Oxytocin receptor (Homo sapiens), P30559 | activation, % at 3 µM | Fluo-8 calcium fluorescence; normalized: DMSO 0%, oxytocin 100%;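 active = activation above the mean of all tested compounds plus 3 SD, cutoff set per screening run, cut at about 20% in these data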;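 note: peak over basal fluorescence ratio from a 100 s FLIPR kinetic read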
GPR7 antagonist: GPR7 receptor antagonists, primary screen, cell-based, fluorescence, single concentration; Neuropeptides B/W receptor type 1 (Homo sapiens), P48145; GPR7-expressing cells, fluorescence antagonist assay; inhibition, % at 4.4 µM; 290,000 tested, 1.1% active; in the data active = inhibition above about 16%, passing the limit was not always enough;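 note: cells stimulated with the agonist NPW; 0% = agonist with vehicle and 100% = vehicle without agonist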
M18AAP inhibitor: PfM18AAP inhibitors, malaria aminopeptidase, primary screen, biochemical, QFRET, recombinant enzyme | M18 aspartyl aminopeptidase (Plasmodium falciparum 3D7) | 290,000 tested, 1.2% active | H-Glu-NHMec fluorogenic cleavage | inhibition, % at 7.35 µM;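 active = inhibition above the campaign mean inhibition over all tested compounds plus 3 SD, cut at about 28% in these data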;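 note: 0% = plate median of test compound wells and 100% = 2 mM ZnCl2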
MEKK2mut PB1 HTS: MEK5 binding signal on mutant MEKK2 PB1, primary screen, biochemical, multiplex bead flow cytometry, Alexa488-MEK5. AID 1530, 2009. percent response, % at 10 µM. Alexa488-MEK5 binding to MEKK2 mutant. 290,000 tested, 0.35% active; in the data active = percent response above about 24%, passing the limit was not always enough; note: inactives centre near 1; some results filed as inactive read as strong as hits; reference of the scale not given here
* = called active by the depositor; x = not tested or not shown; & = joins results of further samples; [ ] = remark or other dose. Some of the compounds tested; the hit share may differ from the screen's.

SMILES	GalR3 antagonist	NALP1 yeast inh	V1R ag counter	OXTR potentiate	MEKK2 WT-MEK5	OXTR ag	GPR7 antagonist	M18AAP inhibitor	MEKK2mut PB1 HTS
OCC#CC[N+]1(CC#Cc2ccccc2)CCOCC1	-1	-7	-0.2	-6	95	-1.1	-1	3	3
Cn1c(C(=O)O)c(CC(=O)N2CCN(Cc3ccccc3)CC2)c2ccccc21	-3	-9	0.4	-6	109	-0.8	8	1	4
CCc1ccccc1NC(=O)N1C[C@H]2C[C@@H](C1)c1cccc(=O)n1C2	-2	22	-0.3	-1	99	1.1	-2	4	1
COc1cc(C2SCC(=O)Nc3c2c(C)nn3-c2ccccc2)cc(OC)c1OC (stereo not given)	-5	37	1.9	1	97	2.5	-6	1	-2
O=C(Cn1ncn2c(cc3cc(F)ccc32)c1=O)N1CCC2(CC1)OCCO2	-5	2	2.2	-2	99	1.0	-17	6	0
O=C(N/N=C/c1c(O)n(C2CCCCC2)c(=S)[nH]c1=O)c1ccccc1	1	-11	0.4	-8	104	-1.1	10	5	-1
CC(Cc1ccccc1)NC(=O)NC(C)Cc1ccccc1 (stereo not given)	-3	7	-0.8	-13	102	-1.5	6	12	8
COc1cc(/C=C2\C(=O)NC(=O)N(c3ccccc3)C2=O)cc(OC)c1O	-4	10	0.5	-6	91	0.7	-6	36*	0
COP(=O)(C#Cc1ccccc1)C(O)c1ccc(Br)cc1 (stereo not given)	-4	x	0.6	-1	105	1.4	0	-6	0
O=C(COc1ccc(Cl)cc1)NCCc1cnc[nH]1	-8	5	x	x	98	x	-3	4	4
O=c1c2ccccc2nc(-c2ccccc2)n1-c1cccc(O)c1	-4	2	-0.6	-25	98	-2.1	-16	2	-1
O=c1[nH]c(=S)n(-c2ccc(F)cc2)c(O)c1/C=N/N1CCOCC1	2	-6	0.2	-2	101	1.1	-14	-5	2
O=C(Nc1ccc(F)cc1F)c1cccn(Cc2ccccc2)c1=O	-6	15	2.0	-4	91	1.8	0	0	-7
Fc1ccc(N2CCN(Cc3cc4c(cc3Br)OCO4)CC2)cc1	-3	24	0.0	5	113	-1.6	-3	-2	13
COc1ccc(C)cc1NC1=NCCCS1	-9	-5	0.3	1	x	0.9	1	-8	x

Ordered by SMILES length (ascending): some entries from above.
SMILES	GalR3 antagonist	NALP1 yeast inh	V1R ag counter	OXTR potentiate	MEKK2 WT-MEK5	OXTR ag	GPR7 antagonist	M18AAP inhibitor	MEKK2mut PB1 HTS
O=C(COc1ccc(Cl)cc1)NCCc1cnc[nH]1	-8	5	x	x	98	x	-3	4	4
CC(Cc1ccccc1)NC(=O)NC(C)Cc1ccccc1 (stereo not given)	-3	7	-0.8	-13	102	-1.5	6	12	8
COc1cc(C2SCC(=O)Nc3c2c(C)nn3-c2ccccc2)cc(OC)c1OC (stereo not given)	-5	37	1.9	1	97	2.5	-6	1	-2

Next entries follow.
SMILES	GalR3 antagonist	NALP1 yeast inh	V1R ag counter	OXTR potentiate	MEKK2 WT-MEK5	OXTR ag	GPR7 antagonist	M18AAP inhibitor	MEKK2mut PB1 HTS
O=c1c2ccccc2nc(CNCc2ccco2)n1-c1ccc(F)cc1	8	-3	0.1	-10	97	-0.9	4	9	-1
O=C(c1ccc2c(c1)OCO2)C1CCCN(Cc2ccccn2)C1 (stereo not given)	-6	-5	1.7	-2	87	1.7	-6	-1	-9
CC(Cc1ccccc1)N1C(=O)c2ccccc2C1=O (stereo not given)	-10	39	-0.7	-3	100	-2.7	-14	-9	0
Cc1cc(/C=C2\C(=O)NC(=O)N(c3cccc(F)c3)C2=O)c(C)n1-c1ccc(C(=O)O)c(Cl)c1	-8	0	0.9	2	109	1.2	-1	8	8
COC(=O)C1=C(c2ccc(-c3ccccc3)c(F)c2)C[C@@H]2CC[C@H]1N2C(=O)NCc1ccco1	-4	x	0.4	-3	x	-0.5	x	x	x
Clc1ccc(-c2nc3ccc(Cl)cn3c2CN2CCOCC2)cc1	-4	x	-0.2	-1	103	-3.1	-1	-6	4
COc1ccc(CN2CCN(c3ccccc3)CC2)c(C)c1C	1	3	-0.7	1	100	-2.0	-6	-3	-5
CC(C)COc1ccc(Cc2c(O)[nH]c(=S)[nH]c2=O)cc1	3	1	0.6	-16	105	-0.4	4	-14	0
Cc1ccc(-n2c(C)cc(/C=C3/C(=O)NC(=O)N(Cc4ccco4)C3=O)c2C)cc1	-14	18	1.7	-12	113	-0.2	-6	12	39
O=c1c2ccccc2nc(Cc2ccccc2)n1-c1ccc(O)cc1	1	-5	0.2	-9	63	0.8	23	-6	-15
CN(C(=O)Oc1ccc(C(C)(C)C)cc1)c1ccccc1	-4	12	1.0	0	97	-0.7	-15	2	-4
Cc1ccc(OP(=O)(Nc2cccc(C)c2)Oc2ccc(C)cc2)cc1	-10	14	1.4	-8	104	1.9	-3	-6	4
S=C=Nc1ccccn1	-1	-9	1.0	-3	101	-0.2	-9	4	-3
S=C1Nc2ccccc2Sc2ccccc21	-7	9	0.8	6	101	-0.7	-13	13	-2
CCOC(C(=O)OCCC[N+](C)(CC)CC)(c1ccccc1)c1ccccc1	-3	15	0.2	-3	101	0.3	-10	1	5
COc1ccc(CCNCc2ccccn2)cc1OC	-8	-4	1.0	0	108	0.8	1	-2	4
O=c1[nH]c(=O)n(C2CCCCC2)c(O)c1C1NCCc2ccccc21 (stereo not given)	0	11	1.1	-10	100	-0.3	-4	4	11
CC(NS(C)(=O)=O)c1nnc2n1-c1ccc(Br)cc1C(c1ccccc1Cl)=NC2 (stereo not given)	-9	x	-1.1	-6	x	0.3	x	x	x
Nc1ncc2[nH]cnc2n1	-2&-1	x	0.7&0.3	-5&-2	x	0.8&0.4	x	x	x
CN(C)C(=O)Oc1ccc2oc(=O)cc(-c3cc4ccccc4o3)c2c1	3	22	-0.9	-14	98	-0.9	-8	-2	-5
Cc1ccc(C(=O)O)cc1N=Nc1c(O)[nH]c(=O)[nH]c1=O	0	6	1.0	4	105	1.1	-8	2	3
C=C1C(=O)O[C@@H]2C[C@@H](C)[C@@H]3C=CC(=O)[C@@]3(C)[C@@H](O)[C@H]12	x	9	0.4	2	95	1.8	x	x	4
CC(Cc1cnccn1)NCc1c(C(=O)N2CCCCCCC2)nc2ccc(Cl)cn12 (stereo not given)	-2	5	0.2	-4	101	-1.1	-11	6	1
NC(Cc1ccccc1)c1nc(-c2ccccc2)no1 (stereo not given)	-2	x	-1.0	-2	93	0.0	6	-6	-11
Cc1nn(Cc2ccccc2)c(Cl)c1C(=O)Nc1ccc(OC(F)(F)F)cc1	-2	16	1.5	-3	93	0.6	10	-10	-4
Cc1nc2ccccc2c(=O)n1-c1ccccn1	-2	16	-0.4	-19	111	-0.3	-1	3	12
CCN(CC)C(=O)c1ccc(NC(=O)COC(=O)c2ccc(Cl)s2)cc1	2	x	6.0	-8	x	5.0	x	x	x
CCCNC(=O)N1[C@H]2CC[C@@H]1C(C(=O)OC)=C(c1cccc(Cl)c1)C2	1	x	-0.2	0	x	-0.5	x	x	x
O=C(C(Cc1ccccc1)NS(=O)(=O)c1cccc2nsnc12)N1CCC2(CC1)OCCO2 (stereo not given)	-2	5	-0.9	-1	94	-0.5	-11	-7	-4
COc1ccc2c(c1)c(C(=O)O)c(C)n2CC(C)C	1	11	0.5	0	98	-1.1	-2	-8	-1
c1ccc2sc(NC3=NCCN3)nc2c1	-3	104*	0.2	-6	94	-0.5	2	4	-2
O=C(NC(=C(Cl)Cl)P(=O)(c1ccccc1)c1ccccc1)c1ccccc1	-4	3	0.2	-2	99	0.1	-9	1	-2
CCCCCn1c(=O)c(C(=O)Nc2cnccn2)c(O)c2ccccc21	-4	5	-0.2	1	96	-0.1	3	5	-2
O=C1NC(=O)C2=Cc3ccc(O)cc3OC2(O)N1 (stereo not given)	x	-4	x	x	94	x	5	16	-10
CNC(C(=O)c1ccccc1)C(OC(C)C)c1ccc(Cl)cc1 (stereo not given)	-3	10	-1.1	-4	113	-2.3	11	0	11
Cc1nc2cc([N+](=O)[O-])ccc2c(=O)n1-c1cccc(Br)c1	-1	x	3.5	-10	x	1.2	x	x	x
CC12CC[C@H]3[C@@H](CCC4(O)C[C@H](O)CCC34/C=N/NC(=O)Cc3ccccc3)C1(O)CCC2C1=CC(=O)OC1 (stereo not given in full)	-3	x	-0.3	2	95	0.2	-11	-15	-3
C=CCN1C(=O)NC(=O)/C(=C/c2cc3c4c(c2)CCCN4CCC3)C1=O	-6	17	1.3	7	26*[inhibitor]	0.3	-12	8	8
CC(N)C(=O)OC(C)(C)Cc1ccc(Cl)cc1 (stereo not given)	-6	x	2.3	-3	x	3.5	x	x	x
COc1ccc(-n2c(O)c(C=NCCCn3ccnc3)c(=O)[nH]c2=O)cc1	-5	4	1.0	-8	106	0.3	-16	-7	2
COc1ccc(-n2c(O)c(C=Nc3c(C)n(C)n(-c4ccccc4)c3=O)c(=O)[nH]c2=O)cc1	-4	-2	0.4	-13	111	-0.3	3	1	7
Cc1cc(OCC(=O)N2CCC(C(=O)O)(c3ccccc3)CC2)c2c(C)cc(=O)oc2c1	-6	4	1.5	7	92	1.3	-3	3	-4
O=C1CC(=O)N(c2ccc3c(c2)OCO3)C(=O)N1	-4	8	0.4	-7	108	0.8	7	3	3
O=C(Nc1cccc(Cl)c1)OC1CN2CCC1CC2 (stereo not given)	-2	5	12	-18	147*	11	22*	-8	27
Cc1ccc(-n2c(CNCc3ccc(F)cc3)nc3ccccc3c2=O)cc1	-7	7	x	x	102	x	-19	8	3
CC(C)=CCc1c(O)cc2c(c1O)C(=O)CC(c1ccc(O)cc1)O2 (stereo not given)	-8	18	14	-8	98	17	x	x	1
CCOc1cc(C2NCc3ccccc3-n3cccc32)ccc1OC (stereo not given)	-8	-7	1.2	-5	106	5.2	5	5	3
OC(Cc1ccccc1)(c1ccccc1)C1CN2CCC1CC2 (stereo not given)	-6	9	0.5	2	106	5.1	-9	-8	4
CC(C)NC(C)C(=O)c1ccc2ccccc2c1 (stereo not given)	-1	-3	-0.1	-6	100	-1.2	-4	-2	-2
CCC(C)NC(=O)CCC(=O)OC1O[C@H]2OC3(C)CC[C@H]4[C@H](C)CCC(C1C)C24OO3 (stereo not given in full)	-11	17	x	x	102	x	-4	5	9
Cc1c(CC(=O)N2C[C@H]3C[C@@H](C2)c2cccc(=O)n2C3)c(=O)oc2cc(O)c(Cl)cc12	-6	22	-0.5	-5	107	1.6	-10	6	5
O=C(CCc1nc(-c2ccccc2F)no1)N1CCC2(CC1)OCCO2	0	-7	0.6	-17	106	0.1	2	-3	7
O=c1c2ccccc2nc(-c2ccccc2F)n1-c1ccccc1	-5	-3	-0.2	-9	101	-1.6	-5	3	1
